Measles CPE: protection of cells from measles virus. Measles virus-infected cells, CPE protection, absorbance. protection (pct of control), % at 4 µM. 1.5% of 140,000 active. AID 841; in the data active means protection mostly above about 24%, no sharp cut-off; inactive means mostly below about 26%; further: some compounds called inactive have numbers as strong as hits
bCat KO growth: beta-catenin-lacking colon tumor cell growth suppression | HCT116 beta-catenin knockout viability, CellTiter-Glo, 60 h; stronger effect = lower value | 1.5% of 140,000 active | viability, % at 10 µM;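 active means viability at or under a set limit, the compound median less 4 SD, cut at about 6% in these data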;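 further: 0% = Hyamine 1622 control at 20 µM and 100% = untreated cell control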
Yeast life ext: extends the lifespan of yeast; S. cerevisiae growth with nicotinamide, OD615; deaD strain in restrictive glucose medium; inhibition of the nicotinamide effect, % at 10 µM; 0.68% of 130,000 active; AID 775;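 active means inhibition above a set limit, placed 3 SD over the median of all compounds, cut at about 26% in these data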;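 further: 0% = nicotinamide-treated wells and 100% = cells grown without nicotinamide; some compounds called inactive have numbers as strong as hits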
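Buffer or medium: CSMM-D glucose medium, restrictive; test system: modified budding yeast, DeaD strain; compound: single dose 10 µM compound, 0.25% DMSO; schedule: culture preincubation 4 h, compound exposure 48 h, both 30 °C; detection: optical density (absorbance) at 615 nm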
MRP-1 activ: MRP-1 activation; H69AR cells + doxorubicin, viability rescue, CellTiter-Glo; viability increase, % at 10 µM; 0.61% of 140,000 active;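 active means viability gain under doxorubicin at or above a set limit, the compound median plus 3 SD, cut at about 4.7% in these data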;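 further: MRP-1 overexpressing cells given doxorubicin 25 µM after compound pretreatment; 18-22 h compound pretreatment then 72 h with doxorubicin before readout; 0% = doxorubicin-only wells and 100% = vehicle-treated cells without doxorubicin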
Yeast growth inh: yeast BB579 growth reduction in restrictive medium | AID 804 | 0.51% of 140,000 active | S. cerevisiae BB579 growth, OD615, 48 h | inhibition, % at 10 µM;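 active means inhibition above a set limit, 3 SD over the mean compound inhibition, cut at about 44% in these data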; further: inactives centre near -24
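Test system: DeaD yeast strain BB579 / Buffer or medium: restrictive glucose-based CSMM-D medium / Doses: single 10 µM dose / Schedule: 4 h cell preincubation, 48 h compound exposure, 30 °C humidified / Technique: culture absorbance at 615 nm / Controls: amphotericin B positive control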
GALR2 antag: GALR2 (human) receptor antagonism | O43603 | GALR2-expressing cells, antagonist mode | inhibition, % at 4 µM | 0.39% of 140,000 active | AID 828; in the data active means inhibition above about 27%;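 further: cells stimulated with galanin 1-16 at roughly its EC80; 0% = agonist challenge control and 100% = basal control without agonist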
Target sequence (O43603 whole entry, looked up): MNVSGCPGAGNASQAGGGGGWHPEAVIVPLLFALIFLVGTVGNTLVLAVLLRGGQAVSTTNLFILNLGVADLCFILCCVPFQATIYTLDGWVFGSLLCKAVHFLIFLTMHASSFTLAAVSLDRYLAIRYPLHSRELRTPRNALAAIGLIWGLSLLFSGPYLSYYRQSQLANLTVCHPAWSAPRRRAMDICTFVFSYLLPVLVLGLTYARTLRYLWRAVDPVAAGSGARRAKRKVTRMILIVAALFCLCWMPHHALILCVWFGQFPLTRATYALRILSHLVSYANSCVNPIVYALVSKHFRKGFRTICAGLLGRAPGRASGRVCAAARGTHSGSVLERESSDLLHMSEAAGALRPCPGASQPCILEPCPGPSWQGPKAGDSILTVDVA
E-sel TNF inh: TNF alpha driven E-selectin expression inhibition; HUVEC TNFa-induced E-selectin immunofluorescence, high content; inhibition, % at 2 µM; 0.71% of 120,000 active; AID 1246;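 active means inhibition above the batch mean plus 3 SD, and confirmed as a hit on visual image review, cut at about 43% in these data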;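 further: 0% = TNF-stimulated DMSO wells and 100% = unstimulated control wells; not every result past the cut was called active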
NPY-Y2 antag: antagonists of human neuropeptide Y receptor Y2 | P49146 | NPY-Y2 expressing cells, antagonist mode | inhibition, % at 2.7 µM | 0.99% of 140,000 active; in the data active means inhibition above about 17%;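 further: 0% = vehicle with agonist challenge and 100% = reference antagonist with challenge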
Target sequence (P49146 whole entry, looked up): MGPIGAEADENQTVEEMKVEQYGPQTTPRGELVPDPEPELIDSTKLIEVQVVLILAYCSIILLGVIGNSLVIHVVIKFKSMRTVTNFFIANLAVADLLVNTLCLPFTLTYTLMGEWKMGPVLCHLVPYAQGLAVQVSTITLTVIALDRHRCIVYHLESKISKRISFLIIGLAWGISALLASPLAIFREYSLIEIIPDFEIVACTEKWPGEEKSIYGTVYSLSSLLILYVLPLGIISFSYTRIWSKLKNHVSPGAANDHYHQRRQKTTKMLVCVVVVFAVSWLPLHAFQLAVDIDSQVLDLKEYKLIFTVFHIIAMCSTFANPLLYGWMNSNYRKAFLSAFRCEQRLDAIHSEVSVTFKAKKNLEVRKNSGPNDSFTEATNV
PTEN del growth: PTEN-deleted cell growth suppression; HCT116 PTEN-null viability, CellTiter-Glo, 60 h; stronger effect = lower value; AID 827; 1.2% of 140,000 active; viability, % at 10 µM;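 active means viability at or below a set limit, 4 SD under the median of all tested compounds, cut at about 3.7% in these data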;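 further: PTEN knockout HCT116 line with beta catenin targeted HCT116 as companion control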
Phagocytosis inh: inhibitors of macrophage phagocytosis | J774A.1 macrophage IgG-bead phagocytosis, imaging | inhibition, % at 5 µM | 0.07% of 110,000 active;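 active means inhibition above the mean of the plate negative controls plus 5 SD, cut at about 13% in these data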;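 further: phagocytic index as fraction of beads internalized from green versus red external bead signal; plate controls were DMSO negative control for no effect and cytochalasin-D positive control for full effect; some results beyond the cut were filed as inactive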
* = called active by the depositor; . = no result given.

SMILES	Measles CPE	bCat KO growth	Yeast life ext	MRP-1 activ	Yeast growth inh	GALR2 antag	E-sel TNF inh	NPY-Y2 antag	PTEN del growth	Phagocytosis inh
O=C(N/N=C/c1ccc(Br)cc1)c1ccccc1-n1cccc1	2	29	-23	-4.9	-16	10	0	-3	29	2
Cc1cc(C(=O)CSc2nnc(-c3ccccc3)n2-c2ccccc2)c(C)n1-c1ncn[nH]1	27	103	-14	2.0	-69	-3	-31	0	90	1
COc1cccc(-c2ccc(C#N)c(OC(=O)c3c(Cl)cccc3Cl)n2)c1	6	32	9	-1.4	-49	-4	-32	8	24	0
CSCCC(NC(=O)CCN1C(=O)c2ccccc2C1=O)C(=O)O (centres undefined)	19	93	-2	-2.9	-21	2	12	1	95	-1
CSC1=NC2(CC(c3ccccc3)Oc3cc(O)ccc32)CC(C)(C)N1 (centres undefined)	11	66	.	-3.3	-36	-20	27	11	68	.
COc1ccc(NC(=O)c2c3c(nc4ccccc24)CCC3)cc1	14	96	-8	-1.9	-29	-3	-3	5	100	.
O=C(Cc1cccc2ccccc12)NNC(=O)Nc1cccc(Cl)c1	7	102	-7	0.6	-38	0	25	2	85	.
Cc1ccccc1-n1c(-c2ccco2)n[nH]c1=S	5	97	2	-1.6	-34	-5	-3	1	106	-2
O=C(CN(Cc1ccccc1)C(=O)CCC(=O)Nc1ccccn1)NCc1ccco1	4	104	-10	-1.4	-7	-8	6	-3	101	0
O=C1Nc2cc(Cl)c(Cl)cc2N(O)N1c1cccc(Cl)c1	5	97	-21	-2.6	-29	3	16	4	97	.
Cc1ccc(CN2C(=O)CCC2C(=O)NCc2ccco2)cc1 (centres undefined)	8	94	-4	-1.5	-7	-3	.	0	90	.
Oc1cccc(Nc2ncnc3ccccc23)c1	4	89	-3	-1.4	5	14	-2	1	87	-2
COc1ccccc1-n1c2nc3ccccc3nc2c2c(=O)n(-c3cc(C)cc(C)c3)cnc21	28	84	-3	1.3	-23	7	10	-2	67	-8
Cc1cc(=O)oc(C)c1C(=O)NCCc1ccc(F)cc1	4	100	-18	-0.6	0	4	-28	4	96	.
Nc1nc2c(F)cccc2s1	7	97	1	0.9	12	8	.	0	98	-3

Taken from above.
Result of CSC1=NC2(CC(c3ccccc3)Oc3cc(O)ccc32)CC(C)(C)N1 (centres undefined) under Yeast growth inh: -36
Result of Nc1nc2c(F)cccc2s1 under bCat KO growth: 97

Further compounds follow.
SMILES	Measles CPE	bCat KO growth	Yeast life ext	MRP-1 activ	Yeast growth inh	GALR2 antag	E-sel TNF inh	NPY-Y2 antag	PTEN del growth	Phagocytosis inh
CC1(C)CC(=O)C2=C(C1)OC(N)=C(C#N)C21C(=O)N(Cc2ccccc2Cl)c2ccccc21 (centres undefined)	30	96	-2	-1.3	-35	-11	-25	-2	82	-1
COc1cccc(C(=O)NC2(C(F)(F)F)N=C3SCCN3C2=O)c1 (centres undefined)	4	105	-21	-0.5	-43	-4	-30	-1	100	-2
CC1=NN(c2ccc([N+](=O)[O-])cc2)C(=O)/C1=C\N(C)C	28	49	-4	-3.8	-32	-6	6	0	56	-2
CCCCn1c(SCC(=O)OCC)nc2c1c(=O)[nH]c(=O)n2C	6	89	-6	-0.8	-8	-10	.	3	96	0
CCC(NC(=S)Nc1ccccc1)C(=O)O (centres undefined)	17	91	6	-2.0	-24	-6	.	1	98	-12
CCc1nnc(NS(=O)(=O)c2ccc(NC(=S)NC(=O)/C=C/c3ccc(C(C)C)cc3)cc2)s1	8	92	-11	-0.4	-41	17	-14	4	94	.
O=C(CSc1nnc2c(Cl)cc(C(F)(F)F)cn12)Nc1ccc2c(c1)OCO2	8	92	-3	-3.0	-31	12	.	6	102	0
CCC(=O)N/C(=N/c1nc(C)cc(C)n1)Nc1ccc(OC)cc1	5	97	.	-3.1	-38	-1	-6	-1	94	.
CC(NC(=O)OCc1ccccc1)C(=O)Oc1cc2oc(=O)cc(-c3ccccc3)c2cc1Cl (centres undefined)	29*	97	-4	-1.7	-12	26	.	16	96	-8
C=C1C2(C(=O)NCc3ccco3)CCC(C2)C1(C)C (centres undefined)	40	91	11	-2.1	-41	-4	11	1	91	-1
CCCn1c(NC(=O)C2CCN(S(=O)(=O)c3cccs3)CC2)nc2ccccc21	4	10	-18	-5.2	-44	-16	2	2	8	-1
O=C1C=CN(C(=O)Oc2ccccc2)CC1	18	96	3	1.2	1	-1	3	1	93	-7
CCNc1nc(NC(C)C)nc(OCCNS(=O)(=O)c2cc(C)ccc2C)n1	9	90	-7	-3.4	-5	0	-8	1	105	-1
Cc1nc(NC(=O)c2ccc([N+](=O)[O-])cc2Cl)sc1C(=O)N(C)C	3	97	5	-1.4	-29	-7	.	3	100	-4
NS(=O)(=O)c1ccc(CCNC(=O)CN2CCN(c3ccccc3O)CC2)cc1	3	95	3	0.7	-16	-6	-2	0	92	.
O=C(NC1CCCCC1)C(c1ccccc1)N(C(=O)Cc1ccsc1)c1ccccc1 (centres undefined)	10	95	7	0.7	-46	6	18	5	91	1
COc1ccc(NC(=O)NCc2cccnc2)cc1OC	5	99	-3	-0.6	-68	0	-13	-1	110	0
CCN(CC)S(=O)(=O)c1ccc2[nH]cc(C(=O)NCCCN3CCCCC3C)c(=O)c2c1 (centres undefined)	2	105	-15	0.5	-2	-3	.	-3	109	0
Cn1nnnc1Sc1ncnc2scc(-c3ccccc3)c12	23	13	-4	-3.1	-72	9	.	4	9	-3
COc1ccccc1NC(=O)CSc1nnc(Cn2c(=O)sc3ccccc32)n1C	13	97	-1	-3.0	-49	9	-14	1	91	.
Cc1ccc(NC(=O)c2cc([N+](=O)[O-])ccc2NCc2cccnc2)cc1Cl	8	61	-3	-0.3	-19	13	-35	-4	55	4
C#CCOCCOCCOCCNc1nc(N2CCN(C(=O)[C@H]([C@@H](C)CC)n3cc(CCCN=C(N)N)nn3)CC2)nc(N2CCN(C(=O)[C@H]([C@@H](C)CC)n3cc(CCCN=C(N)N)nn3)CC2)n1	19	87	3	-1.1	23	-3	33	1	101	.
Cc1cccc(NC2=C/C(=N/S(=O)(=O)c3cccs3)c3ccccc3C2=O)c1	4	79	8	-2.8	-46	14	11	-9	76	-2
O=C(Cn1ccc2ccccc2c1=O)NCCC(=O)N1CCN(c2cccc(C(F)(F)F)c2)CC1	3	62	-13	-0.4	-48	5	4	1	72	-2
O=C(Nc1ccc(S(=O)(=O)NCc2cccnc2)cc1)c1ccco1	20	81	-2	-3.7	15	8	.	-2	79	-1
CCn1c(SCC(=O)OCc2ccccc2)nnc1-c1ccco1	1	113	-16	-2.2	16	-7	8	1	92	.
CCN(CC)c1ccc(/C=N/NS(=O)(=O)c2cccc([N+](=O)[O-])c2)cc1	25	95	9	-2.2	-5	9	17	2	94	-6
NS(=O)(=O)c1ccc(CCN=Cc2ccccc2O)cc1	4	102	-2	-1.2	-7	23	.	2	104	-4
CCc1ccc2[nH]c(=O)c(CN(Cc3nnnn3C3CCCC3)C3CCCCC3)cc2c1	3	1.8*	5	-4.8	-38	5	-6	2	1.6*	.
COc1ccc(/C=N/NC(=O)c2ccccc2)cc1CN1CCN(c2ccc(F)cc2)CC1	13	64	-7	-2.8	-32	0	-9	1	70	.
Cc1cc(C)nc(SCc2nnc(SCC(=O)OC3CCCCC3)o2)n1	19	93	-2	-0.3	-23	2	4	3	97	-1
CCc1cc(OCCOCCN(C)C)ccc1Cl	5	82	0	-2.2	-23	-22	92*	6	91	-3
COc1ccc(C(=O)NC(=S)N2CCCCC2)cc1	9	80	-12	-0.4	4	-12	.	1	89	0
Cc1ccc2[nH]c3c(=O)n(Cc4ccncc4)cnc3c2c1	2	93	2	-0.8	-52	-1	-10	3	96	-2
CCOC(=O)NC1(NCC(C)C)Oc2ccccc2O1	2	89	17	-2.1	-58	0	9	3	99	-2
Cc1ccc(NC(=O)C(=O)NC2CCCCC2)cc1	10	82	-10	-0.1	-63	-8	10	7	93	0
O=C(c1ccccc1)N1CCN(C(=O)c2cc3ccccc3o2)CC1	3	96	-24	-1.7	-7	3	36	1	100	-1
CSc1nnc(-c2ccccc2Cl)o1	4	93	-16	1.5	-30	5	16	5	.	5
O=C(Nc1cccc(Br)c1)c1ccc2nc(N3C(=O)CCC3=O)sc2c1	3	89	-10	-2.0	-13	-7	16	1	89	0
CCOC(=O)N1CCN(C(=O)COc2ccc(S(=O)(=O)NCC(C)C)cc2C)CC1	24	89	-5	-1.5	-2	-11	11	4	86	-2
CN1CC2=Cc3ccccc3OC23Oc2ccccc2C=C3C1	1	10	5	-2.2	-68	10	-3	3	35	0
CNC(=O)c1ccc(OCc2ccccc2)c(OC)c1	76*	100	-9	-2.2	-3	6	-7	1	97	3
CCC(C)NC(=O)COC(=O)Cc1sc(N)nc1-c1ccc(C)cc1 (centres undefined)	13	85	-1	-1.3	-30	-5	-10	-1	97	1
O=C(NC1CC2CCCC(C1)N2C(=O)N1CCCCC1)C1CCCCC1 (centres undefined)	10	94	-12	-2.7	-7	15	.	2	91	0
O=[N+]([O-])c1ccc(N2CCNCC2)cc1Sc1nc2ccccc2[nH]1	12	38	-3	-3.5	-10	3	.	2	49	-5
Cc1cccc(NC(=O)CSc2nc3[nH]ncc3c(=O)[nH]2)c1C	21	98	2	-2.1	-29	17	.	1	97	.
N/C(=N\OC(=O)C12CC3CC(CC(C3)C1)C2)c1ccccn1	6	97	6	-3.3	-37	24	.	0	104	-6
COc1ccc(S(=O)(=O)NC(CC(=O)NCc2ccccc2OC)c2ccco2)cc1 (centres undefined)	3	94	-7	-3.7	-16	-1	-7	-1	86	0
O=C(Nc1ccc(Cl)cc1)Nc1nnc(Cc2ccc([N+](=O)[O-])cc2)s1	12	86	-1	-5.2	-38	17	.	-1	88	-6
CCOC(=O)c1c(NC(=O)CN2C(=O)c3ccccc3C2=O)sc(Cc2ccc3c(c2)OCO3)c1C	8	78	4	-0.9	-11	6	-3	3	91	.
COc1cccc(-c2ccc(C#N)c(OC(=O)c3ccc(Cl)cc3)n2)c1	7	86	-1	-0.5	-33	-5	19	-2	108	-1
COCCSc1nnc(NC(=O)C2CCCO2)s1 (centres undefined)	6	101	-6	-1.8	-31	12	-28	0	101	0
COc1ccc(S(=O)(=O)N(C)CC(=O)Nc2ccccc2OC)cc1	5	99	-9	0.0	-44	0	11	2	99	-1
O=C1C=C(NCc2ccc(Cl)cc2)CC(c2ccco2)C1 (centres undefined)	18	69	-9	-2.1	-91	-13	-8	8	70	-1
C/C(=N\NC(=O)CSc1nc2ccccc2c(=O)n1-c1ccccc1C)c1cccs1	10	90	0	-0.4	-1	0	-21	0	76	-6
Cc1c(C#N)c2ccccc2n1CC(=O)NCc1cccnc1	5	92	8	-0.6	-41	11	-8	1	93	-1
Cc1ccc(S(=O)(=O)NCCc2ccncc2)cc1	9	85	-8	-0.5	-5	2	23	-1	103	-2
CC1(C(=O)NC2CCCCC2)CCC(=O)N1Cc1cccnc1 (centres undefined)	17	103	-3	0.1	0	-5	.	1	106	-1

Compound activity deposited in PubChem BioAssay by several laboratories.
